Screens as filed in PubChem BioAssay.
HCV NS3 hel inh: inhibitors of Hepatitis C virus NS3 helicase. NS3 helicase DNA unwinding, Cy5 molecular beacon fluorescence. inhibition, % at 10.9 µM. actives 0.56% (n = 290,000);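 active means inhibition above the mean of all tested compounds plus 3 SD, set per campaign, cut at about 35% in these data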;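 further: 0% = DMSO wells and 100% = thioflavine S control wells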
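Material: hepatitis C virus NS3 helicase domain fragment enzyme; measured by: Cy5 fluorescence, 0 and 60 min reads; control set: DMSO and thioflavine S; incubation: 60 min unwinding reaction at 25 °C after ATP addition; read-out basis: % inhibition from 60/0 min fluorescence ratio, DMSO 0%, thioflavine S 100%; repeats: singlicate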
p-CIP stab down: lowers stability of the mouse p/CIP coactivator protein. Q05BA5. F442A p/CIP-EGFP cells, EGFP fluorescence, 16 h. decrease of EGFP signal, % at 10 µM. actives 0.01% (n = 290,000);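 active means EGFP signal decrease of at least 30% at 10 µM or well 3 SD below plate mean, unless failing retest; inactive means the rest, including hits failing retest or dose response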; further: some compounds called inactive have numbers as strong as hits; many of its hits are not listed in these tables
Target sequence (Q05BA5 1-1403): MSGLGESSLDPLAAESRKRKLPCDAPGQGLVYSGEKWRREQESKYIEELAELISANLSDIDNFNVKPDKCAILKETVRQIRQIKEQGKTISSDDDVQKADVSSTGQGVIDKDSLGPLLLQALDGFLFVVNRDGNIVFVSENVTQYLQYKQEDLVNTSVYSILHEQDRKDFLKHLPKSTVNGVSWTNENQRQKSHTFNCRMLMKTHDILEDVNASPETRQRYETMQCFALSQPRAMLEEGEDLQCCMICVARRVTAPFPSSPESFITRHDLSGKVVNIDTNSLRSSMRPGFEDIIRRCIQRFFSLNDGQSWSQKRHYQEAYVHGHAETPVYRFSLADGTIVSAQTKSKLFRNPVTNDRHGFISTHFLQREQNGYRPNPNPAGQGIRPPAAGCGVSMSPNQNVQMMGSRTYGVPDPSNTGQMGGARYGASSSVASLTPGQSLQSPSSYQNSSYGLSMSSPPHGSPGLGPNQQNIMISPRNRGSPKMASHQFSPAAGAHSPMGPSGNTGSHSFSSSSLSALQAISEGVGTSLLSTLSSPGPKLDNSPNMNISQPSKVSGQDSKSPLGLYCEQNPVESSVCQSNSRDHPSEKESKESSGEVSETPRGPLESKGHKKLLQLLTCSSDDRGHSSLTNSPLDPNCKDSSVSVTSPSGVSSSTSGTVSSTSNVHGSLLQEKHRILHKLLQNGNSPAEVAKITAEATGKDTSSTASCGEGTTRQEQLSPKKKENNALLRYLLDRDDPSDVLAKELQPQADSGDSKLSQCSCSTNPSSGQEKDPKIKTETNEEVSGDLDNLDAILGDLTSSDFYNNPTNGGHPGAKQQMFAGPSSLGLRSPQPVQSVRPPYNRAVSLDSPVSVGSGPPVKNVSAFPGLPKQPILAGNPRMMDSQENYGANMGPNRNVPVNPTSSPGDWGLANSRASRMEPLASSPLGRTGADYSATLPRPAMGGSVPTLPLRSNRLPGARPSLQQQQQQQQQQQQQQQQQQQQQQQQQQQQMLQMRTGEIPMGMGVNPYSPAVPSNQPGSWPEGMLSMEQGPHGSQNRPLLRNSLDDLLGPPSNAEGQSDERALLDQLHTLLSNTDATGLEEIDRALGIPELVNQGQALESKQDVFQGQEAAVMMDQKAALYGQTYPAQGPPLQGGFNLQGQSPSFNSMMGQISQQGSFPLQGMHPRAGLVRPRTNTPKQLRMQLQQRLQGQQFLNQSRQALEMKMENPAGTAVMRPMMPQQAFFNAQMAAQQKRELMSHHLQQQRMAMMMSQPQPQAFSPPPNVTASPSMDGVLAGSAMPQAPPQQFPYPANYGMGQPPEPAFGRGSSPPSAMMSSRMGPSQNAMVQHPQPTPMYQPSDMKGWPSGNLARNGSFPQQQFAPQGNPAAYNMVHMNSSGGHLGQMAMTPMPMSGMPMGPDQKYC
SUMO HTRF inh: SUMOylation inhibition | P63279 | inhibition, % at 35 µM | actives 0.36% (n = 290,000) | AID 2006 | HTRF SUMOylation assay, SAE1/SAE2 + UBC9, in vitro; in the data active means inhibition above about 50%, passing the limit was not always enough; further: strong numbers were not always called active
IDE inh: cellular human IDE inhibition; HEK cells, FAbetaB cleavage, fluorescence polarization; inhibition, % at 5.59 µM; actives 0.41% (n = 320,000); AID 434962;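 active means percent inhibition above the average of all tested compounds plus 3 SD, set per screening campaign, cut at about 16% in these data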;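 further: IDE supplied by intact live HEK cells; FP after avidin binding of uncleaved biotin substrate so inhibition keeps polarization high; 0% = DMSO wells and 100% = 60 µM reference IDE inhibitor Ii1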
DNA FID counter: fluorescent intercalator displacement, NS3 helicase counter-screen. inhibition, % at 7.9 µM. DNA fluorescent intercalator displacement, fluorescence. actives 0.17% (n = 290,000); in the data active means inhibition above about 37%;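 further: 0% = vehicle and 100% = reference compound; higher means more ethidium bromide displaced from hairpin DNA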
VIM-2 inh: inhibitors of Pseudomonas aeruginosa VIM-2 metallo-beta-lactamase | purified VIM-2, nitrocefin hydrolysis, epi-absorbance fluorescence | inhibition, % at 5.6 µM | actives 0.89% (n = 290,000) | AID 1527;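 active means inhibition above the mean of all tested compounds plus 3 SD, cutoff set per screening run, cut at about 7.5% in these data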;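 further: red hydrolysis product quenches plate fluorescence so inhibitors raise well fluorescence; 0% = enzyme with DMSO and 100% = DMSO without enzyme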
IMP-1 inhibitor: inhibitors of Pseudomonas aeruginosa IMP-1 metallo-beta-lactamase; inhibition, % at 5.6 µM; actives 0.45% (n = 290,000); purified IMP-1, nitrocefin hydrolysis, epi-absorbance fluorescence; AID 1556;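 active means inhibition above the mean plus 3 SD of all compounds in the same screening run, cut at about 4.5% in these data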;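 further: 0% = IMP-1 with DMSO and 100% = DMSO wells lacking enzyme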
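system = purified recombinant IMP-1 beta-lactamase | amount = 0.2 nM IMP-1, as dispensed | medium = HEPES buffer pH 7.1 with ZnSO4 and Brij 35 | times = 25 °C, 15 min preincubation, 25 min reaction | detection = plate fluorescence quenching by hydrolysis product, ex 480/em 530 nm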
IDE act: IDE (human) activation, cell-based; P14735; HEK cells, FAbeta-B cleavage, fluorescence polarization; 0% vehicle, 100% cell-free pure enzyme wells; activation, % at 5.96 µM; actives 0.073% (n = 340,000); AID 493087;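 active means activation above the mean of all tested compounds plus 3 SD, set per screening campaign, cut at about 17% in these data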
M18AAP inhibitor: PfM18AAP enzyme inhibition; recombinant PfM18AAP, H-Glu-NHMec fluorogenic cleavage; inhibition, % at 7.35 µM; actives 1.2% (n = 290,000);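 active means inhibition above the campaign mean inhibition over all tested compounds plus 3 SD, cut at about 28% in these data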;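 further: 0% = plate median of test compound wells and 100% = 2 mM ZnCl2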
Numbers without * were called inactive; . = no result given.

SMILES	HCV NS3 hel inh	p-CIP stab down	SUMO HTRF inh	IDE inh	DNA FID counter	VIM-2 inh	IMP-1 inhibitor	IDE act	M18AAP inhibitor
O=C(CSc1ncc(C(F)(F)F)cc1Cl)N1CCN(S(=O)(=O)c2ccc(Cl)cc2)CC1	9	-16	-2	3	-5	-0.5	4.4	-12	7
CCOc1cc(Br)c(C=O)cc1OCC	-6	7	15	-2	2	-0.6	-0.4	0	1
S=c1[nH]nc(-c2cnccn2)n1-c1ccccc1	-4	-11	8	2	-5	2.7	-2.9	-1	11
CC(=O)N1c2c(cc(Br)cc2S(=O)(=O)N2CCCCC2)CC1C (stereo unspecified)	-9	-6	2	3	-20	-1.8	-1.5	0	0
N#C/C(=C\c1ccccc1)c1nc2ncccc2[nH]1	9	-17	24	-9	0	-2.0	-1.3	4	3
CC(=O)c1cc(-c2ccc(F)cc2)n(CCC(=O)Nc2cc(C)[nH]n2)c1C	17	1	-4	-1	-21	-1.0	-0.4	3	57*
CC(C)(C)c1ccc(S(=O)(=O)N2CCCCC2)cc1	4	-11	-13	5	-13	-3.1	-2.2	1	-1
C/C(=N/NC(=O)CSCc1ccc(Cl)cc1)c1cccc(NC(=O)c2ccccc2)c1	-1	1	1	-1	1	-1.3	0.5	3	-1
CCC(=O)N(Cc1cc2cc(OC)ccc2[nH]c1=O)c1cc(C)ccc1C	-11	5	-25	2	-7	-0.2	-0.5	2	-3
CCOc1cc(CNCCO)cc(Br)c1OCc1ccccc1Cl	-103	-1	19	-3	29	-1.8	-1.7	-2	1
O=C(O)CCCN=C1NC2(CCCC2)Cc2ccccc21	-5	3	1	1	0	-2.0	-3.6	5	6
O=C(NCCc1c[nH]c2ccccc12)c1cc(Cl)c2c(c1)OCO2	-8	-9	-12	-5	-5	1.4	-1.2	0	-1
Cc1ccccc1OCC(=O)NCC(=O)N/N=C/C=C/c1ccccc1	-5	-8	18	.	-8	-2.3	-2.3	.	-3
COc1ccc(NC2CC(=O)N(c3cccc([N+](=O)[O-])c3)C2=O)cc1 (stereo unspecified)	3	13	6	7	2	-0.7	-1.1	0	3
c1ccc2c(N3CCCCC3)nc(N3CCOCC3)nc2c1	-4	18	-1	9	0	0.6	-1.2	4	-15
O=C1c2cccc3c([N+](=O)[O-])ccc(c23)C(=O)N1c1ccc(Cl)cn1	7	-179	21	14	2	-0.4	-0.5	-14	3
COc1ccc(OC)c(C(=O)c2ccc(Cl)cc2)c1	-4	-18	16	-1	-11	-1.0	-3.3	2	-9
O=S1(=O)CCOCCCN1Cc1ccccc1F	-7	3	-6	8	-10	1.1	-0.5	-7	-3
COc1ccc(CNC(=O)CNC(=O)N2CC(=O)Nc3ccccc32)cc1	-4	-6	6	-2	-10	-0.7	-2.5	6	0
Cc1cccc(Cn2c(C)nc3ccc([N+](=O)[O-])cc3c2=O)c1	-16	1	-4	1	6	0.9	-1.3	3	-3
CCc1ccc(C2c3[nH]c4ccccc4c3CCN2C(=O)c2cc(C)nn2C)cc1 (stereo unspecified)	5	-14	1	1	-36	2.6	-1.8	2	-13
CC[C@H](C)[C@@H](CNC)NC[C@@H](Cc1ccc(O)cc1)NCC(C)(C)C	-20	4	-7	0	28	0.4	0.5	-4	-10
CC(=O)Nc1ccc(NC(=O)c2ccc(-n3c(C)ccc3C)cc2)cc1	3	-18	7	3	-11	-4.3	-1.7	-1	4
COc1ccc(C(=O)NCCNc2ccc([N+](=O)[O-])cc2)cc1	-3	-5	14	2	0	-1.4	-2.9	0	-2
CC(C(=O)Nc1ccc(S(=O)(=O)N2CCOCC2)cc1)N1CCN(c2ccccn2)CC1 (stereo unspecified)	6	-4	4	3	-9	-3.7	-2.1	6	3
SMILES	HCV NS3 hel inh	p-CIP stab down	SUMO HTRF inh	IDE inh	DNA FID counter	VIM-2 inh	IMP-1 inhibitor	IDE act	M18AAP inhibitor
Cc1ccc(NC(=O)CCl)c(C)c1	13	-3	15	14	-1	-2.5	-0.8	6	5
O=C(Nc1ccccn1)c1ccc(S(=O)(=O)c2ccc(Cl)cc2)cc1	-5	-16	10	-1	-5	0.2	-2.1	5	-12
CCN(CC)C(=O)C1CCCN(c2ccc([N+](=O)[O-])cc2[N+](=O)[O-])C1 (stereo unspecified)	4	-17	15	-2	-5	-4.2	-3.1	-5	-1
CCn1c2ccccc2c2cc(NC(=O)C/C(C)=N/NC(=O)c3ccccc3N)ccc21	-4	-3	-17	-5	-4	-2.2	-1.1	-5	-7
CCCn1nc(NC(=O)CC(C)C)c2cc3cccc(C)c3nc21	-14	-6	24	-2	-26	0.4	-0.7	0	-3
COc1ccc(CN2CCNC(=O)C2CC(=O)N(C)Cc2ccccn2)cc1OC (stereo unspecified)	-4	-1	9	-4	-13	0.2	-0.2	4	-3
N#Cc1ccccc1OCCCNC1CCCC1	10	-5	14	-2	6	-5.1	-2.5	2	7
O=C(CN1C(=O)NC2(CCCCCC2)C1=O)Nc1ccc2c(c1)CCC2	-3	-14	-23	4	-26	1.4	0.4	4	-5
CCCCN1C(C(=O)Nc2ncccn2)=C(O)c2ccccc2S1(=O)=O	11	8	2	0	-20	-1.9	-2.4	-1	2
S=c1[nH]nc(-c2cccnc2)n1/N=C/c1ccco1	10	-4	8	2	-2	1.4	-1.4	2	9
Cc1onc(-c2ccccc2Cl)c1C(=O)Nc1nnc(-c2ccc(Cl)cc2Cl)s1	-8	-22	-3	0	-11	-2.7	-2.8	2	-2
NC(=O)c1nsc(C(=O)N(CC(=O)NCc2ccc3c(c2)OCO3)C2CCCC2)c1N	7	0	-8	-4	-16	0.2	-1.0	4	6
Cc1no[n+]([O-])c1COc1cccc(/C=N/Nc2nncn2N)c1	4	-20	18	-2	-5	-1.3	-2.6	9	28*
COc1ccc(C(=O)NC(=S)NC2CCSC2=O)cc1 (stereo unspecified)	14	2	-10	-4	-23	-2.6	-3.0	0	-5
COc1ccc2cc(CN(CC3COCCO3)S(=O)(=O)c3ccc(Cl)cc3)c(=O)[nH]c2c1 (stereo unspecified)	5	9	28	1	-7	-1.9	-0.6	2	11
Cc1nc(CC(C)C)cc(C(=O)N2CCCC(Nc3ccc(C)c(C)c3)C2)n1 (stereo unspecified)	-3	2	1	0	-41	-2.5	-3.6	4	5
O=C1CCC(C(=O)Nc2cccc(Oc3ccccc3)c2)=NN1	7	-13	-2	2	-16	-1.4	-1.7	-2	3
c1ccc(CO/N=C(\c2ccc(C3CC3)nc2)C2CC2)cc1	9	4	-5	-1	-7	-2.9	-1.0	-1	-2
Nc1n[nH]c(-c2ccc(Br)cc2)c1Cl	-7	-15	6	4	0	-1.2	-3.9	2	-4
C/C(=N/O)c1c(O)c(C)c(-c2ccccc2)n(-c2ccccc2)c1=O	3	-2	1	10	-29	-5.2	-3.8	5	-2
O=[N+]([O-])/C=C1\CCCCCN1	-6	3	11	6	-4	-3.1	-1.9	-4	2
CC1=NN(c2ccc(C(=O)OC(C)C)cc2)C(=O)/C1=C\C=C\c1ccco1	23	-1	19	-3	-7	-3.5	-0.8	11	5
CN1CCc2c(sc(N)c2C(=O)c2ccc(Cl)cc2)C1	-19	2	-21	-2	-2	-0.3	-1.7	0	17
CCOc1ncccc1C(=O)N(CC)CC(=O)Nc1ccc(NC(C)=O)cc1	7	2	21	7	-9	0.5	-5.9	2	-1
COc1ccc(C2=NN(C(=O)CSc3ncccn3)C(c3ccc(C)cc3)C2)cc1 (stereo unspecified)	-14	-14	-6	-4	-14	-3.9	-1.2	2	-1

Compound profiles, as listed above:
`S=c1[nH]nc(-c2cnccn2)n1-c1ccccc1` reads HCV NS3 hel inh = -4; p-CIP stab down = -11; SUMO HTRF inh = 8; IDE inh = 2; DNA FID counter = -5; VIM-2 inh = 2.7; IMP-1 inhibitor = -2.9; IDE act = -1; M18AAP inhibitor = 11
`N#C/C(=C\c1ccccc1)c1nc2ncccc2[nH]1` reads HCV NS3 hel inh = 9; p-CIP stab down = -17; SUMO HTRF inh = 24; IDE inh = -9; DNA FID counter = 0; VIM-2 inh = -2.0; IMP-1 inhibitor = -1.3; IDE act = 4; M18AAP inhibitor = 3

(cont.)
SMILES	HCV NS3 hel inh	p-CIP stab down	SUMO HTRF inh	IDE inh	DNA FID counter	VIM-2 inh	IMP-1 inhibitor	IDE act	M18AAP inhibitor
CN(C(=O)c1ccc2nccnc2c1)C1CCCCC1	-1	6	16	6	-8	-1.7	0.7	0	-1
Cc1cc(C)c2c(n1)nn1c(NCCCN(C)C)cc(C)nc21	-4	-1	26	8	18	19*	-2.4	6	7
COc1ccc(/C(C)=N/Nc2nc3ccccc3nc2C)cc1	7	-4	10	-3	-7	-1.8	-2.5	0	56*
COc1ccc(CNC(=O)C2=C(C)C(=O)OC23CCC(C)CC3)cc1 (stereo unspecified)	7	-6	7	2	-12	-1.2	-1.4	3	-10
CCCCN1C2CCCC1CC(NC(=O)c1cccc(OC)c1)C2 (stereo unspecified)	4	-12	-2	4	1	-3.1	-2.7	7	5
CCOc1cc(C2NC(=O)CCC2[N+](=O)[O-])cc(Br)c1OCC (stereo unspecified)	-7	-5	-10	0	-6	-0.5	-3.8	-1	-2
COc1cc(NC(=O)COc2ccc(F)cc2)nc(OC)n1	-4	-1	4	-5	-9	-1.9	-2.9	0	-6
Cc1ccc(NS(=O)(=O)c2ccc3c(c2)N(C)CCO3)cc1	-10	-12	4	-2	-16	1.3	0.8	4	-2
O=C(NCc1ccccn1)c1ccc(COc2ccc(Cl)cc2)o1	-3	-2	10	-5	-18	-2.5	-3.0	-1	-6
OC1(c2cccnc2)CCN(Cc2nnnn2C2CCCCC2)CC1	-9	6	16	2	-4	-2.6	-3.1	5	7
Cc1ccc(-n2nc(C)c3c(C)onc3c2=O)cc1	-2	-9	10	0	-4	-1.0	-2.9	0	-11
CCC(C)C(=O)Nc1nnc(SCC(=O)NC(C)(C)C)s1 (stereo unspecified)	11	8	6	4	1	-0.5	-2.1	0	-8
c1ccc2oc(-c3[nH]ncc3CN(Cc3ccncc3)CC3CCCO3)cc2c1 (stereo unspecified)	-19	-6	4	7	-5	-2.6	-3.0	0	5
CC(NC(=O)c1ccccc1NC(=O)c1ccco1)c1ccccc1 (stereo unspecified)	-22	-1	-1	3	-6	-5.6	-2.7	3	2
Cc1[nH]c2nc3ccccc3n2c(=O)c1CCC(C)C	6	-3	10	-9	-4	-1.6	-2.4	-1	2
COC(=O)c1cc(=O)n(Cc2ccc(OC)cc2)c(=NCc2ccc(OC)cc2)s1	9	4	17	-1	3	-1.3	-1.8	-3	-1
CC1CCCN(C(=O)COc2ccc(NC(=O)c3cccs3)cc2)C1 (stereo unspecified)	-3	9	-12	2	-19	0.6	-1.1	0	-2
Cc1cc(N2CCC(C)CC2)nc(NCc2ccccc2)n1	-75	-11	1	3	10	-3.2	-2.0	3	-11
C/C(=N\NC(=O)c1ccccc1O)C1C(=O)c2ccccc2C1=O	8	10	-25	3	-14	-6.0	-4.7	4	19
COc1ccc2cc(C(=O)O)ccc2c1	-3	-16	4	-2	2	-1.7	-1.0	7	0
CCn1c(SCC(=O)Nc2nccs2)nnc1-c1ccc(C)cc1	-3	12	-13	-2	-31	-2.3	-7.1	-2	-7
